SNCA expr inhib: inhibitors of alpha-synuclein (SNCA) gene expression; HEK-293 SNCA-luciferase knock-in, luminescence, 24 h; Potency, µM (top dose mostly 57.2 µM), without a hit: at the top dose activity change, negative = inhibition, hits mostly inhibitors; 0.17% of 140,000 active; AID 1671194;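 also: potency is read from the fitted curve at half-maximal effect; plate controls were DMSO cells for no effect and cell-free wells for full effect; nearly all actives have a fitted effect of over 45% in size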
HEK cytotox: cytotoxic compounds in HEK 293 cells | HEK 293 viability, ATP luminescence (CellTiter-Glo), 48-72 h | Potency, µM (top dose mostly 115 µM), inactives show at the top dose activity change, negative = cytotoxicity, hits mostly inhibitors | 6.6% of 94,000 active; also: potency is read from the fitted curve at half-maximal effect; nearly all actives have a fitted effect of over 60% in size
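CellTiter-Glo luminescence (cellular ATP) was read after 48 or 72 hr of compound exposure at 37 degree Celsius. Cells were HEK 293 plated at 250 cells/well.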
FLuc inh: inhibitors of firefly (Photinus pyralis) luciferase. purified P. pyralis luciferase, luminescence, biochemical. Potency, µM (titrated, usually from 115 µM), for the others: at the highest dose activity change, negative = inhibition, actives largely listed as inhibitors. P08659. 2.5% of 76,000 active; also: potency is read from the fitted curve at half-maximal effect; nearly all actives have a fitted effect of over 65% in size
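Purified P. pyralis luciferase (10nM final) in 50mM Tris acetate pH 7.5, 10mM Mg acetate, 0.01% Tween-20, 0.05% BSA with 10uM D-luciferin and 10uM ATP. Compounds titrated qHTS. Luminescence imaged on CCD.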
3T3 cytotox: NIH 3T3 cell cytotoxicity | Potency, µM (highest dose often 96.7 µM), for inactives: at the top dose activity change, negative = cytotoxicity, most hits filed as inhibitors | 4.3% of 94,000 active | NIH 3T3 viability, CellTiter-Glo ATP luminescence, 48-72 h | AID 1345082; also: potency is read from the fitted curve at half-maximal effect; nearly all actives have a fitted effect of over 55% in size
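Cytotoxicity is measured as loss of cellular ATP: NIH 3T3 cells (400/well) are exposed to compound for 48 or 72 hr at 37 °C, then CellTiter-Glo luminescence is imaged after 10 min at room temperature.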
GPT2 inh: inhibitors of human GPT2 alanine aminotransferase | Q8TD30 | Recombinant GPT2, coupled pyruvate oxidase/HRP Amplex Red fluorescence | Potency, µM (titrated, usually from 57.7 µM), for the others: top-dose activity change, negative = inhibition, most hits filed as inhibitors | 0.25% of 100,000 active | AID 1671188; also: potency is read from the fitted curve at half-maximal effect; nearly all actives have a fitted effect of over 60% in size; many of its hits are not listed in these tables
Target sequence (Q8TD30 whole entry, looked up): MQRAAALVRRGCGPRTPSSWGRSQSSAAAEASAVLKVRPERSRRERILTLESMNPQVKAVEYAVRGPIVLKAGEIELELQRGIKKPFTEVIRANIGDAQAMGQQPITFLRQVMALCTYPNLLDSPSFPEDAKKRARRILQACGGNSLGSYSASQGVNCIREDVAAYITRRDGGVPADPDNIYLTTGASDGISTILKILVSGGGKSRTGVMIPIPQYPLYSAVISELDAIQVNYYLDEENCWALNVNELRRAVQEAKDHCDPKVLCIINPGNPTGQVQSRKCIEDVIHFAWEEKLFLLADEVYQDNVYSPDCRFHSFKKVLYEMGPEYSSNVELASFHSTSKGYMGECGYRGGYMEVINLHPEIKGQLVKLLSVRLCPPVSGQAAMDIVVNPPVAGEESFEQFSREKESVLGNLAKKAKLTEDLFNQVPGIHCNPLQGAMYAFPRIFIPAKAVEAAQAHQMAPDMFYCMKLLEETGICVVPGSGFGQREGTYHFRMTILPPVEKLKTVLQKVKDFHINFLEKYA
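Fluorescence read-out: pyruvate from GPT2 turnover coupled to pyruvate oxidase, HRP and Amplex Red (0.2mM ThPP, 0.2U/mL PO and HRP, 50uM Amplex final). Substrates 250uM a-KG, 2mM L-alanine; enzyme 10ng/uL; 30 min RT.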
IP6K1 inh: IP6K1 kinase inhibition. 0.81% of 140,000 active. activity change, % (series mostly up to about 58 µM). IP6K1 kinase, ADP-Glo luminescence, 2 h; stronger effect = lower value. AID 1645851; in the data active = activity change below about -25%
Target sequence (Q92551 whole entry, looked up): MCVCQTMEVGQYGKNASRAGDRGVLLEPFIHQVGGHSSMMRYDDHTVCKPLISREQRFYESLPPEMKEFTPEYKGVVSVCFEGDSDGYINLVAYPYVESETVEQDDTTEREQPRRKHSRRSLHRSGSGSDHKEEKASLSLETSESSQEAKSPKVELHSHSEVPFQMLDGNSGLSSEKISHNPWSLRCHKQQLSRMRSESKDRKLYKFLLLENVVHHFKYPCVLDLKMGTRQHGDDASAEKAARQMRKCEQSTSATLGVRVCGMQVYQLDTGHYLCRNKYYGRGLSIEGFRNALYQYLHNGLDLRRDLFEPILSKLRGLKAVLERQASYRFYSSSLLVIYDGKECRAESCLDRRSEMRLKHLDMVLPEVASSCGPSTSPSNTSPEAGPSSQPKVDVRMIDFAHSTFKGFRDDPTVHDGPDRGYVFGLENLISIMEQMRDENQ
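ADP-Glo luminescence measures ADP made by human IP6K1 during a 2 h RT reaction with ATP/IP6 (mix at 1.3 mM/130 uM); top library doses 57.5 and 19.1 uM final.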
HEK293 viab: reduces viability of HEK-293 SNCA reporter cells; HEK-293-SNCA-luc viability, GF-AFC fluorescence, 24 h; Potency, µM (doses to about 57.1 µM), without a hit: top-dose activity change, negative = cytotoxicity, usual class: cytotoxic; 0.12% of 150,000 active; AID 1671193;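 also: potency is read from the fitted curve at half-maximal effect; 0% = DMSO-treated cells and -100% = medium-only wells without cells; nearly all actives have a fitted effect of over 30% in size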
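Cytotoxicity counterscreen: after 24 h compound treatment of genome-edited SNCA-luciferase HEK-293 cells, live-cell protease substrate GF-AFC read by fluorescence after 30 min; activity scaled between DMSO (0%) and medium-only (-100%), curves Hill-fitted.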
* = called active by the depositor; i = inactive; ? = inconclusive; . = no result given; & = joins results of further samples; [ ] = dose if it differs, or a comment. Unless noted, calls follow the shape of the dose curve; as a rule, active = well fitted curve in the direction sought with a large enough effect; inconclusive = small, poorly fitted or top-dose-only effect, or another doubt; inactive = no such curve, though single readings can be large; an effect the other way counts as inactive or inconclusive. Unless noted, % is scaled to controls: 0 for no effect and ±100 for the full control effect. These rows are one share of the data. The share of hits here may be higher or lower than overall.

SMILES | SNCA expr inhib | HEK cytotox | FLuc inh | 3T3 cytotox | GPT2 inh | IP6K1 inh | HEK293 viab
Cc1ccc(C2NC(=O)N(CC(=O)Nc3ccccc3)C3=C2C(=O)OC3)cc1 (stereo not drawn) | 2.5% | ? | 7.4% | ? | 4.1% | 1.9 | 2.6%
COc1cc(/C=C/C(=O)O[C@H]2[C@H](OC(=O)/C=C/c3cc(OC)c(O)c(OC)c3)O[C@H](CO[C@@H]3O[C@H](CO)[C@@H](O)[C@H](O)[C@H]3O)[C@@H](O)[C@@H]2O)ccc1O | . | . | . | . | -13.9%[17.1 µM] | -5.2 | 0.0%[23.9 µM]
Cc1ccc(C)c(NC(=O)Cn2c(=O)n(-c3ccc(CC(=O)NCC4CCCO4)cc3)c(=O)c3ccccc32)c1 (stereo not drawn) | -10.9% | . | . | . | . | -8.4 | -18.1%
COc1ccccc1OC1(C(=O)O)CCN(c2ncnc3[nH]ccc23)CC1 | 1.8% | -11.2% | 6.3% | -19.4% | -4.2% | 16.4 | -3.8%
CCN(Cc1cnn(CC)c1)C(=O)C1CCCCC(=O)N1Cc1cccc(OC)c1 (stereo not drawn) | ? | -4.7% | ? | -1.6% | 0.8% | 12.3 | -2.8%
CCn1ncc(N2CCC(NC(=O)c3ccc(OC(C)C)cc3)CC2)cc1=O | -0.8% | -11.6% | -6.6% | -19.7% | -7.6% | 25.4 | -8.9%
COc1cc(=O)n2c(c1C(=O)Nc1ccccc1C)CCCC2 | -14.3% | 1.0% | -6.9% | ? | 4.2% | 22.6 | 6.7%
NCc1cccc(-c2ccsc2)c1 | -2.3%[87.6 µM] | 2.3%[172 µM] | . | -10.8%[138 µM] | -5.5%[88.5 µM] | -8.0 | -3.9%[87.6 µM]
CCCNC(=O)N1C[C@@H](Oc2ccccc2)C[C@@H]1C(=O)NCCOC | 0.8% | ? | -2.6% | ? | -9.8% | 7.1 | -0.4%
COc1ccccc1-c1cc(C(F)(F)F)nc(S(=O)(=O)CCCC(=O)Nc2cc(C)ccc2O)n1 | 6.7% | . | . | . | . | -18.9 | -0.7%
O=C(CCCc1c[nH]c2ccccc12)N1CCC(c2noc(COc3ccc(F)cc3)n2)CC1 | ? | ? | 0.5% | ? | -11.2% | 7.6 | ?
O=C(c1ccccc1)N1CCCCC1CCN1CCCCC1 (stereo not drawn) | -13.9% | . | . | . | . | -19.2 | -0.4%
COc1ccc(C(=O)N2CCc3ccc(C(=O)NCc4ccccn4)cc32)cc1 | -16.0% | ? | -13.3% | ? | -19.2% | 4.6 | ?
COCc1cc(=O)n(CC(=O)Nc2cc(F)ccc2F)c(N2CCOCC2)n1 | 2.8% | -4.7% | -6.1% | -17.6% | 3.8% | 16.0 | -3.7%
COc1ccc(CN2CCn3c(nnc3C3CCNCC3)C2)cc1 | 33.9%[activator] | i | . | i | i | 2.6 | 4.5%
CC(=O)O[C@@H]1c2c3c(cc(O)c2C(=O)O[C@@H]1C)O[C@@]1(C)[C@@H](O)C[C@H]2C(C)(C)C(=O)C=C[C@]2(C)[C@@H]1C3 | . | . | . | . | ? | 19.6 | -12.7%[23.9 µM]
COc1ccccc1-n1c(=O)c(C(=O)N2CCN(C(C)=O)CC2)nc2cccnc21 | 15.8% | i | . | -5.4% | i | 6.7 | 3.0%
COCCc1noc(Cn2nc(-c3ccccc3)c3ccccc3c2=O)n1 | -18.5% | 3.1% | 5.3% | -2.2% | i | -11.6 | 5.0%
C[C@H]1[C@@H]2[C@@H](O)C([C@H](C)C(=O)NCc3cccs3)CC[C@@]2(C)CC[C@@H]1NC(=O)COc1ccccc1 (stereo partly drawn) | -23.0% | ? | -15.3% | ? | i | 12.9 | -14.3%
CNC(=O)c1cc(C2CC2)nc2c1c(C1CCN(C(=O)N3CCOCC3)CC1)nn2C | . | i | . | i | . | -14.6 | .
NC(=O)c1ccc(O[C@@H]2COCC[C@H]2NC(=O)Cc2ccc(O)cc2)cc1 | -13.9% | 0.2% | -7.8% | 0.9% | 0.6% | 13.0 | 4.0%
Cc1nn(-c2ccccc2)c2c1C(C)N(C1CN(C(=O)C3CCCC3)C1)C2=O (stereo not drawn) | . | ? | . | ? | . | 6.5 | .
COc1cccc(-c2cc(C3CCN(C(=O)Nc4cccc(Cl)c4C)CC3)[nH]n2)c1 | ? | ? | 0.4% | ? | i | -13.8 | -22.4%
O=C(CC1CCCN(c2cnn(CC3CC3)c(=O)c2)C1)N1CCN(c2ccccc2)CC1 (stereo not drawn) | -34.7% | 50.1µM* | 4.9% | ? | -13.9% | 39.1 | -6.0%
CN(CCCNC(=O)C1(CCO)CC12CCOCC2)C1CCCCC1 (stereo not drawn) | 23.1% | -11.0% | . | -19.6% | 2.1% | 5.2 | 23.3%
CCc1ccc(N2CC(c3noc(-c4ccc(OC)nc4)n3)CC2=O)cc1 (stereo not drawn) | 1.9% | ? | -0.6% | ? | -25.7% | -0.6 | 6.7%
Brc1c(NC2=NCCN2)ccc2nccnc12 | ? | . | . | . | ? | 10.2 | -4.0%
COc1cccc2c1C(=O)c1c(O)c3c(c(O)c1C2=O)C[C@@](O)(C(=O)CO)C[C@@H]3O[C@H]1C[C@H](N)[C@H](OC2CCCCO2)[C@H](C)O1 (stereo partly drawn) | ? | . | . | . | 3.06µM* | . | -19.9%
O=C(NC1CCCC1)c1ccc2c(=O)n(Cc3ccccc3)c(SCc3cccc([N+](=O)[O-])c3)nc2c1 | -23.0% | . | . | . | . | 28.5 | 14.2%
O=C(NCCC1=CCCCC1)c1cccnc1N1CC2CC(C1)[C@H]1CCCC(=O)N1C2 (stereo partly drawn) | -14.8% | -19.7% | -0.5% | -17.8% | i | 13.9 | -22.6%
O=C(CSc1nc2c([nH]c3ccccc32)c(=O)n1-c1ccc(Cl)cc1)N1CCCC1 | 14.7% | . | . | . | . | -9.8 | 5.9%
CNC(=O)c1cc(C2CC2)nc2c1c(C1CCN([S+](=O)([O-])c3ccccc3)CC1)nn2C | . | ? | . | ? | . | -9.6 | .
Cc1cc(C)cc(NC(=O)c2ccc3c(c2)N(C)C2CCCCCN2C3=O)c1 (stereo not drawn) | ? | ? | -23.0% | -25.0% | i | 13.3 | 4.1%[12.5 µM]
CN(C)CCC=C1c2ccccc2CCc2ccccc21 | 7.3% | . | . | . | -5.1%&-18.7% | -8.3 | -14.2%
O=C(NC1CC1)c1ccn2cncc2c1 | 22.0%[87.6 µM] | -25.7%[230 µM] | -9.0%[230 µM] | -18.4%[174 µM] | i | -4.9 | 25.9%[87.6 µM]
CCS(=O)(=O)N1CCc2cc(C(=O)NCCc3ccc(OC)cc3)ccc21 | -6.9% | . | . | . | . | 16.0 | -1.0%

Next part (6 carried over from the part before).
SMILES | SNCA expr inhib | HEK cytotox | FLuc inh | 3T3 cytotox | GPT2 inh | IP6K1 inh | HEK293 viab
O=C(CSc1nc2c([nH]c3ccccc32)c(=O)n1-c1ccc(Cl)cc1)N1CCCC1 | 14.7% | . | . | . | . | -9.8 | 5.9%
CNC(=O)c1cc(C2CC2)nc2c1c(C1CCN([S+](=O)([O-])c3ccccc3)CC1)nn2C | . | ? | . | ? | . | -9.6 | .
Cc1cc(C)cc(NC(=O)c2ccc3c(c2)N(C)C2CCCCCN2C3=O)c1 (stereo not drawn) | ? | ? | -23.0% | -25.0% | i | 13.3 | 4.1%[12.5 µM]
CN(C)CCC=C1c2ccccc2CCc2ccccc21 | 7.3% | . | . | . | -5.1%&-18.7% | -8.3 | -14.2%
O=C(NC1CC1)c1ccn2cncc2c1 | 22.0%[87.6 µM] | -25.7%[230 µM] | -9.0%[230 µM] | -18.4%[174 µM] | i | -4.9 | 25.9%[87.6 µM]
CCS(=O)(=O)N1CCc2cc(C(=O)NCCc3ccc(OC)cc3)ccc21 | -6.9% | . | . | . | . | 16.0 | -1.0%
Cc1ccc(S(=O)(=O)N2CCC(CCC(=O)O)CC2)cc1 | -27.0% | -6.6% | 4.4% | ? | -6.1% | 6.0 | -0.2%
COc1ccc(C(=O)N2CCC(C(=O)N3CCCCCCNC(=O)CC3)CC2)cn1 | 9.9% | -4.6% | 6.1% | 0.9% | 3.2% | -9.4 | 3.0%
Cc1ccc(C(=O)Nc2ccc(F)cc2)cc1S(=O)(=O)N1CCCCCC1 | 51.9%[activator] | . | . | . | . | 10.4 | -15.4%
CN1[C@@H](CCC(=O)N2CCOCC2)CNC(=O)[C@@H]2[C@H]1CCN2Cc1ncc[nH]1 | -8.6%[87.6 µM] | -16.6%[172 µM] | 4.4%[172 µM] | -14.0%[174 µM] | -38.3%[88.5 µM] | 23.0 | 5.5%[87.6 µM]
CC(=O)Nc1ccc(S(=O)(=O)N[C@H]2CO[C@H]3[C@@H]2OC[C@H]3OC(=O)Nc2ccccc2)cc1 | -12.3% | -24.4% | -22.0% | -25.7% | -37.8% | -8.3 | 5.2%
CCN(CC)c1ccc2cc(-c3nc(-c4cc(OC)c(OC)c(OC)c4)no3)c(=O)oc2c1 | 32.3%[activator] | . | . | . | . | 8.1 | 23.6%
CCCCC(=O)Nc1ccc(C(=O)OCc2cc(=O)n3nc(C4CC4)sc3n2)cc1 | -7.4% | . | . | . | . | 2.3 | -3.3%
CCc1ccccc1NC(=O)CSc1nc2n[nH]c(C)c2c(=N)n1-c1cccc(C)c1 | 16.4% | . | . | . | . | -13.4 | ?
CC(O)CN1CCC(=O)N(CC(C)(C)C)Cc2cc3c(cc21)OCO3 (stereo not drawn) | . | -20.3% | . | ? | . | -4.2 | .
CC1(C(=O)NCc2cccnc2)CCc2cnc(NCc3ccccc3)nc21 (stereo not drawn) | ? | -25.9%[172 µM] | 3.3%[172 µM] | 35.5µM* | 0.5%[88.5 µM] | 0.9 | -7.5%[87.6 µM]
Cc1cc(C)cc(Nc2nc3cc(Cl)c(Cl)cc3nc2-n2nc(C)cc2C)c1 | 11.8% | . | . | . | . | 3.7 | 8.9%
O=C(CCc1nnn2c1CN(C(=O)c1nccc3ccccc13)CC2)N1CCCC1 | 24.8% | -12.6% | . | -21.4% | i | 1.2 | 20.7%
O=C(Nc1ccccc1)N1CCN(Cc2ccc3ccccc3n2)CC1 | . | . | . | . | i | 9.2 | 36.2%
COc1ccc(/C=C/c2ccc3c(c2)C(=O)N2CC[C@H](N)[C@H]2C(=O)N3)cc1 | 64.8%[activator][87.6 µM] | 100µM* | 20µM* | ? | 4.8%[88.5 µM] | -2.8 | -14.1%[87.6 µM]
COc1cc(-c2onc(C)c2C(=O)NCCSC)cc(OC)c1OC | 7.9% | -15.7% | -16.1% | -20.5% | ? | -1.6 | 7.2%
CCOC(=O)c1nc(Nc2cccc(C)c2)c2ccccc2n1 | -12.4% | . | . | . | . | 23.6 | ?

Screens (PubChem)
